From PubChem
SR-BI DiI-HDL act – SR-BI HDL lipid transfer activation | CHO ldlA[mSR-BI] cells, DiI-HDL uptake fluorescence, 3 h; 100 = double the neutral-control signal | activation, % at 12.5 µM | actives 0.096% (n = 320,000) | AID 504775;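 active = mean replicate activation of at least 60% and every replicate at or above 60%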;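 also: 0% = median plate neutral-control signal and 100% = twice that signal; values of inactives mirror those of a sister screen read the other way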
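material = CHO ldlA[mSR-BI] cells | medium = Ham's F12 with 0.5% BSA, HEPES 25 mM, pH 7.4 | reagent = fluorescent DiI-HDL, 10 µg/mL final | compound dosing = single-point compound dose | incubation = 3 h, 37 °C | measured by = bottom-read fluorescence, 550/595 nm | measure = HDL uptake via cellular fluorescence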
SR-BI DiI inh – inhibitors of mouse SR-BI mediated HDL lipid uptake. Q61009. ldlA[mSR-BI] CHO cells, DiI-HDL uptake fluorescence, 3 h. inhibition, % at 12.5 µM. actives 0.96% (n = 320,000). AID 488896;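 active = mean replicate inhibition of at least 70% and a set share of replicates each scoring 70 or more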;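 also: 0% = median of neutral control wells and 100% = median of positive control wells; values of inactives mirror those of a sister screen read the other way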
Arrestin-AP2 inh – human beta-arrestin and AP2 interaction inhibition; FITC-arrestin peptide / GST-AP2 beads, flow cytometry; AP2 beta2 appendage carries R879A mutation; inhibition, % at 10 µM; actives 0.31% (n = 340,000); AID 504490;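 active = inhibition above a set limit, near 3 SD of compounds lacking own fluorescence, cut at about 54% in these data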;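 also: plate controls were DMSO wells for no effect and 5 µM unlabelled arrestin peptide for full effect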
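System: GST-tagged AP2 beta2-adaptin appendage (R879A) on 4 µm glutathione beads / Reagent: FITC-arrestin peptide, 50 nM / Detection: HyperCyt-sampled flow cytometry, FL1 channel, ex 488/em 535 nm / Timing: 12 min plus 1 h, RT / Buffer or medium: PBS plus Tween 20 (0.05%) and BSA (0.1%)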
PvdQ acylase – P. aeruginosa PvdQ acylase inhibition | AID 488965 | actives 0.063% (n = 340,000) | purified PvdQ acylase, fluorescence plate reader | inhibition, % at 10 µM; in the data active = inhibition above about 30%, passing the limit was not always enough;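 also: 0% = vehicle neutral wells and 100% = reference inhibitor wells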
NSD2 HMT inh – blocks human histone methyltransferase NSD2; O96028; NSD2 peptide methylation, AlphaScreen, 120 min; inhibition, % at 12.5 µM; actives 0.54% (n = 310,000); in the data active = inhibition above about 50%
Cardiac RTF inh – cardiac RTF calcium desensitization; actives 0.12% (n = 340,000); IANBD-labeled cardiac RTF, Ca2+ fluorescence; P19429+P45379; inhibition, % at 7.15 µM;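 active = inhibition above the mean inhibition of all tested compounds plus 3 SD, cut at about 17% in these data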;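 also: assay run at fixed EC70 calcium of 1.6 mM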
Keap1 Nrf2 FP – disrupts human Keap1 binding to Nrf2 peptide. actives 0.15% (n = 340,000). AID 504523. Q14145. Keap1 Kelch-Nrf2 peptide fluorescence polarization, 1536-well. inhibition, % at 9.4 µM; in the data active = inhibition above about 12%;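 also: human Keap1 Kelch domain with fluorescein labeled Nrf2 9mer peptide probe; 0% = neutral control wells and 100% = peptide positive control; higher means more block of Keap1 binding to Nrf2 peptide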
Target sequence (Q14145 whole entry, looked up, the tested form may be a part): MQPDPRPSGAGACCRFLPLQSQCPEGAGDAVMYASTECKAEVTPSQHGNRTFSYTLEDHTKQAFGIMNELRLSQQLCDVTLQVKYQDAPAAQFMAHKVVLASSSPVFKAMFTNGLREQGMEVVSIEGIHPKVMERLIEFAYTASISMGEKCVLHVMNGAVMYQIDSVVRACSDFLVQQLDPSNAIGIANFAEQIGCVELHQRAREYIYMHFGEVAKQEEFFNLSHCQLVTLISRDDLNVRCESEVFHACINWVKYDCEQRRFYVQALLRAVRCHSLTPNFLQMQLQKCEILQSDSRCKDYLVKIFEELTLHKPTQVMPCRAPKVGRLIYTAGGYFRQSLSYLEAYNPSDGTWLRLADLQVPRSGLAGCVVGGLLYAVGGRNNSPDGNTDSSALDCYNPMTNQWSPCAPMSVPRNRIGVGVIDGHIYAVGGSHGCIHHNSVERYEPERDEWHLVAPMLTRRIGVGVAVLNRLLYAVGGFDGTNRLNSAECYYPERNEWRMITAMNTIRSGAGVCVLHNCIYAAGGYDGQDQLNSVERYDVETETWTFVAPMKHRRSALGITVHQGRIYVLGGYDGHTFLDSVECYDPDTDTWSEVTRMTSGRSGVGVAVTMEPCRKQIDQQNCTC
LANA DNA inh – blocks KSHV LANA C-terminal domain binding to DNA; MBP-C-LANA/FAM-LBS DNA binding, fluorescence polarization; inhibition, % at 9 µM; actives 0.078% (n = 340,000); AID 504423;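 active = highest replicate inhibition at or above 60% at 9 µM, even if other replicates fall short; inactive = all replicates below 60% inhibition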;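 also: 0% = neutral control wells and 100% = 4 µM acridine orange control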
PKA-R2B activ – activators of human PKA-R2B complex; P22694+P31323; PKA-R2B holoenzyme dissociation, Cy5-IP20 fluorescence polarization; R2B truncated from residue 108, S112A mutant; 0% DMSO only, 100% 113 µM cGMP; activation, % at 11.4 µM; actives 0.079% (n = 340,000); AID 504700;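 active = activation above a cutoff set at the mean over all compounds plus 3 SD, cut at about 18% in these data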;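 also: higher means more holoenzyme dissociation and a rise in polarization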
Target sequence (P31323 whole entry, looked up, other chains not shown, the tested form may be a part): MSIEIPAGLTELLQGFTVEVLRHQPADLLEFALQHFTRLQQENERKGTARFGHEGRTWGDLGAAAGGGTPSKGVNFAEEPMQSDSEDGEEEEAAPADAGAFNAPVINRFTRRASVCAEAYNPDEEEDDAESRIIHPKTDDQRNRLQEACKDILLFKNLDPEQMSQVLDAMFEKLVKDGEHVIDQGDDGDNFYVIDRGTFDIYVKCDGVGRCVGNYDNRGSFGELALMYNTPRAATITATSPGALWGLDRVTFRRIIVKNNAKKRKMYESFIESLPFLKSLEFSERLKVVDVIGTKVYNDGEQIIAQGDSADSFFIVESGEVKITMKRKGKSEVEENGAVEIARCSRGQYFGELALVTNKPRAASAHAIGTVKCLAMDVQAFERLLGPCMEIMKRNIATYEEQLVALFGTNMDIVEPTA
DAGLB inhibitor – diacylglycerol lipase beta (human) inhibition; HEK293T DAGLB membrane lysate, EnzChek fluorogenic substrate; actives 0.059% (n = 340,000); Q8NCG7; inhibition, % at 5.17 µM; in the data active = inhibition above about 34%;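 also: 0% = enzyme with vehicle and 100% = wells lacking enzyme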
Numbers without * were called inactive; x = no result given; & = joins results of further samples.

Codes: A = SR-BI DiI-HDL act; B = SR-BI DiI inh; C = Arrestin-AP2 inh; D = PvdQ acylase; E = NSD2 HMT inh; F = Cardiac RTF inh; G = Keap1 Nrf2 FP; H = LANA DNA inh; I = PKA-R2B activ; J = DAGLB inhibitor
smiles: O=C(CCl)NN=C(c1ccccc1)c1ccccc1
  A: 16	B: -16	C: -7	D: 9	E: -1	F: x	G: -1	H: 1.0	I: x	J: x

smiles: CC(CN1CCOCC1)OC(=O)c1ccccc1 (configuration not stated)
  A: -1	B: 1	C: 4	D: 7	E: -2	F: 1	G: -3	H: -44	I: 3	J: -2

smiles: Cc1ccc(-n2cc(CNCCN3CCOC3=O)c(-c3ccc(F)cc3)n2)cc1
  A: 13	B: 8	C: -17	D: 1	E: -2	F: -1	G: 1	H: 1.3	I: 2	J: -2

smiles: CC1(C)CC(=O)C(C2=NC(C)(C)Cc3ccccc32)=C(O)C1
  A: 35	B: -35	C: 15	D: 8	E: 0	F: -5	G: -2	H: -1.4	I: 8	J: -1

smiles: N#Cc1ccc(NC(=O)CNc2cc(S(=O)(=O)N3CCOCC3)ccc2NCC2CCCO2)cc1 (configuration not stated)
  A: -23	B: 23	C: 6	D: -19	E: -6	F: -7	G: -1	H: 1.3	I: -5	J: -2

smiles: O=C1CCCC2=C1C(c1ccc(O)c(Br)c1)C1=C(CCCC1=O)N2c1ccccc1
  A: -1	B: 1	C: 7	D: -13	E: 3	F: 1	G: -7	H: -1.3	I: 8	J: -1

smiles: O=C(c1cc([N+](=O)[O-])ccc1N1CCOCC1)N1CCN(c2ccc([N+](=O)[O-])cc2)CC1
  A: 15	B: -15	C: 3	D: 20	E: 0	F: 1	G: -4	H: 1.4	I: 1	J: 1

smiles: O=C(NCc1ccccc1F)c1ccc(S(=O)(=O)N2CCCCCC2)cc1
  A: -44	B: 44	C: -13	D: -5	E: -2	F: -9	G: -2	H: 0.3	I: -14	J: -2

smiles: O=[N+]([O-])c1ccc(C2CCCC/C2=N/O)c([N+](=O)[O-])c1 (configuration not stated)
  A: 3	B: -3	C: -7	D: -14	E: 1	F: -11	G: 2	H: -2.5	I: -10	J: -3

smiles: CN(C)CCNc1nc2sc3c(c2c(=O)n1CCc1ccccc1)CCCCC3
  A: 1	B: -1	C: -6	D: -17	E: 12	F: 0	G: -9	H: -2.2	I: 0	J: 2

smiles: Cc1cc(=O)oc2c(C)c(OCC(=O)NCc3ccccn3)ccc12
  A: 4	B: -4	C: -12	D: -17	E: 20	F: -1	G: -3	H: 0.7	I: -2	J: 1

smiles: O=C(NCCc1ccncc1)Nc1cccc(Cl)c1
  A: 22	B: -22	C: 2	D: -3	E: -1	F: -5	G: -2	H: -1.2	I: 2	J: -6

smiles: C[C@]12CCC(=O)C=C1CC[C@@H]1[C@@H]2[C@@H](O)C[C@@]2(C)[C@H]1CC[C@]2(O)C(=O)CO
  A: -2&5	B: 2&4	C: 6&3	D: -8&-9	E: x	F: 4&7	G: -3&-8	H: -0.2&1.2	I: -6&0	J: 2&1

smiles: CCOC(=O)C1CCN(C(=O)CN(c2ccc3c(c2)OCO3)S(C)(=O)=O)CC1
  A: 15	B: -15	C: 6	D: 2	E: -2	F: -2	G: -8	H: 0.2	I: 0	J: -1

smiles: CCCc1ccccc1OCCNC(C)=O
  A: 17	B: -17	C: 1	D: -8	E: -3	F: -1	G: -4	H: -0.3	I: 1	J: -3

smiles: COC(=O)c1c(NC(=S)Nc2cc(OC)c(Cl)cc2OC)sc2c1CCCCC2
  A: -39	B: 39	C: 19	D: 4	E: 1	F: 2	G: -1	H: -1.7	I: -1	J: -3

smiles: Cc1cc(C)nc(NS(=O)(=O)c2ccc(NS(=O)(=O)c3ccc(C#N)cc3)cc2)n1
  A: 6	B: -6	C: 5	D: -8	E: x	F: -4	G: 4	H: 0.1	I: 8	J: 5

smiles: Cc1cc(C)c(C(=O)NC2CCCc3c2cnn3-c2ccc(C)c(C)c2)c(=O)[nH]1 (configuration not stated)
  A: -53	B: 53	C: 9	D: 13	E: 3	F: -4	G: -4	H: 0.3	I: 2	J: 2

smiles: CSc1ncccc1C(=O)NCC(c1ccco1)N1CCCCC1 (configuration not stated)
  A: -6	B: 6	C: -16	D: -18	E: 0	F: -11	G: 2	H: 1.0	I: -5	J: -1

smiles: CCOC(=O)CSc1ncnc2c1nnn2-c1ccc(F)cc1
  A: 28	B: -28	C: 10	D: 7	E: 1	F: 3	G: -1	H: -0.9	I: -1	J: -7

smiles: Cc1nc2c(C(=O)N3CCN(c4ccccn4)CC3)cnn2c(C)c1Cc1cccc(Cl)c1
  A: 12	B: -12	C: 30	D: 10	E: 1	F: -1	G: -4	H: -0.5	I: -9	J: 1

smiles: Cc1ccc(C)c(Nc2cc(C)nc3ncnn23)c1
  A: 192*	B: -192	C: 7	D: -9	E: 1	F: -3	G: -8	H: 1.0	I: -1	J: -1

smiles: COc1ccc(OCC(=O)Nc2ccc(N3CCN(C(=O)c4ccccc4C)CC3)cc2)cc1
  A: -77	B: 77*	C: 10	D: 9	E: 1	F: -2	G: -1	H: 0.5	I: 2	J: -4

smiles: CCc1cccc(CC)c1NC(=S)NC(C)c1ccccc1 (configuration not stated)
  A: 0	B: 0	C: 17	D: -21	E: -3	F: -2	G: -2	H: 0.8	I: -4	J: -4

smiles: Cc1ccc(S(=O)(=O)N2CCN(C(=O)C(C)Cn3nc(C)c(C)c3C)CC2)cc1C (configuration not stated)
  A: 18	B: -18	C: -1	D: -6	E: 1	F: -16	G: -5	H: -0.6	I: 0	J: -3

smiles: Nc1ccccc1OCCOc1ccccc1N
  A: 5	B: -5	C: 31	D: -9	E: -1	F: -10	G: -1	H: -2.7	I: 2	J: 0

smiles: O=C(CSc1ncnc2sccc12)Nc1ccc(S(=O)(=O)N2CCOCC2)cc1
  A: -18	B: 18	C: 52	D: -2	E: 6	F: -13	G: -5	H: -0.3	I: 0	J: 0

smiles: Cc1c(Cl)cccc1NC(=S)NNc1ncc(C(F)(F)F)cc1Cl
  A: -34	B: 34	C: 14	D: 2	E: 3	F: -3	G: 5	H: 0.8	I: -1	J: 0

smiles: NS(=O)(=O)c1ccc(N2CCCCCC2)c([N+](=O)[O-])c1
  A: 23	B: -23	C: -5	D: -4	E: 5	F: x	G: 3	H: 1.9	I: x	J: x

smiles: C/C(=N\NC(=O)c1cccc(Br)c1)c1ccc(Br)cc1
  A: -2	B: 2	C: 33	D: 2	E: 1	F: 6	G: -1	H: 1.7	I: 7	J: -5

smiles: CCOc1ccc2nc(NS(=O)(=O)c3ccc4c(c3)n(C)c(=O)n4C)sc2c1
  A: 4	B: -4	C: -20	D: -15	E: 5	F: -10	G: 1	H: 4.9	I: 6	J: 4

smiles: CC(C)(C)CC(C)(C)NC(=O)Nc1cccc([N+](=O)[O-])c1
  A: x	B: x	C: 4	D: -13	E: x	F: -12	G: -1	H: -0.8	I: -2	J: -4

smiles: COc1ccc(NC(=O)Cc2c(F)cccc2Cl)cc1
  A: 1	B: -1	C: -1	D: -13	E: 0	F: -3	G: -5	H: 1.6	I: -7	J: -1

smiles: Cc1noc(C)c1COC(=O)c1cccc(S(=O)(=O)N2c3ccccc3CC2C)c1 (configuration not stated)
  A: 6	B: -6	C: -1	D: -6	E: -1	F: -1	G: -5	H: -0.6	I: 5	J: -10

smiles: Cc1nnsc1Sc1ccccn1
  A: 52	B: -52	C: 7	D: -18	E: -2	F: 0	G: -5	H: 1.3	I: -4	J: 1

smiles: CC(C)NCC(O)c1ccc(O)c(O)c1 (configuration not stated)
  A: 8	B: -8	C: 4	D: 4	E: x	F: 13	G: -5	H: 3.3	I: 1	J: 1

smiles: O=C(OC1CCCCC1)c1cc2ccccc2oc1=O
  A: -12	B: 12	C: 36	D: 4	E: -3	F: -9	G: -1	H: 2.1	I: -2	J: -3

smiles: O=S(=O)(Nc1ccccn1)c1cnc(Cl)c(Br)c1
  A: 20	B: -20	C: 0	D: 15	E: 0	F: 15	G: -5	H: 1.0	I: 0	J: 0

smiles: CCOC(=O)c1c(NC(=O)C2CCCO2)sc(C(=O)OC(C)(C)C)c1C (configuration not stated)
  A: 22	B: -22	C: 8	D: -6	E: 8	F: -9	G: 2	H: 1.1	I: 11	J: -2

smiles: COc1ccc([C@@H]2CC=C(C(=O)O)[C@H](c3ccc(F)cc3)N2S(=O)(=O)c2ccccc2C)cc1
  A: -17	B: 17	C: 12	D: -10	E: x	F: 2	G: 0	H: -1.1	I: -2	J: 3

smiles: O=C(Cc1cccs1)Nc1cccc(-c2nc3ccccc3o2)c1
  A: -16	B: 16	C: 26	D: 4	E: -6	F: -1	G: -4	H: -1.1	I: 0	J: -8

smiles: COc1ccc2[nH]c(=O)c(CN(C(C)=O)c3cccc(C)c3)cc2c1
  A: 30	B: -30	C: 27	D: -4	E: -11	F: -12	G: -3	H: 0.1	I: -14	J: 4

smiles: Cc1ccc(-c2cc3c(n2-c2ccc(C(=O)O)cc2)CCCC3=O)cc1
  A: -4	B: 4	C: 2	D: -3	E: 0	F: -4	G: -2	H: 0.4	I: -7	J: 3

smiles: CCN1CCC2(CC1)N=C(c1ccc(F)cc1)C(=S)N2
  A: 4	B: -4	C: 8	D: -12	E: -2	F: -10	G: -5	H: 0.8	I: 5	J: 0

smiles: CC(C)OCCCNC(=O)CN1CCN(Cc2ccc(Cl)cc2)C1=O
  A: -4	B: 4	C: -9	D: -7	E: x	F: -4	G: 4	H: 1.8	I: 1	J: -3

smiles: COc1ccccc1NC(=O)CCCNC(=O)Cn1cnc2sc(C)c(C)c2c1=O
  A: -67	B: 67	C: -6	D: -12	E: -2	F: -12	G: -3	H: -1.3	I: -4	J: 1

smiles: CCCCN(C(=O)c1ccc(N(C)S(=O)(=O)c2ccc(C)cc2)cc1)c1c(N)n(CC(C)C)c(=O)[nH]c1=O
  A: -3	B: 3	C: -4	D: -9	E: -5	F: 3	G: -3	H: -1.1	I: -7	J: 2

smiles: Cc1cc(NC(=O)c2ccc([N+](=O)[O-])cc2Cl)no1
  A: 14	B: -14	C: 12	D: 40*	E: -3	F: -5	G: -3	H: -1.3	I: -7	J: -2

smiles: O=C(NCc1ccc2c(c1)OCO2)c1ccc(CSCc2cccc(Cl)c2)o1
  A: 17	B: -17	C: -2	D: -6	E: -2	F: -1	G: -1	H: -0.2	I: -8	J: -4

smiles: COc1cc2oc3ccc(C#Cc4ccc(N)cc4)cc3c(=O)c2cc1OC
  A: -56	B: 56	C: 6	D: -1	E: x	F: -5	G: -2	H: -1.0	I: -7	J: 2

smiles: Cc1cc(NC(=O)CSc2nccn2-c2ccc([N+](=O)[O-])cc2)no1
  A: 18	B: -18	C: 9	D: -13	E: -2	F: -4	G: 0	H: -0.2	I: 2	J: 4

smiles: CSc1ncccc1C(=O)N1CCN(S(=O)(=O)c2ccc(C)cc2)CC1
  A: 32	B: -32	C: 20	D: -5	E: -6	F: -2	G: 1	H: 1.0	I: -4	J: -2
